KCNQ1 act – potentiates or activates the human KCNQ1 potassium channel; CHO-K1 KCNQ1, thallium flux FluxOR fluorescence; hits give high values; B-score at 10 µM; actives 0.35% (n = 310,000); AID 2648;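 active = fluorescence ratio B-score, a plate-corrected score, at least three library SD, with initial intensity B-score within 5 SD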
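System: CHO-K1 cells stably expressing KCNQ1 / Medium: assay buffer for compound exposure, DMSO matched across wells / Reagent: thallium- and potassium-containing depolarizing buffer / Compound: one concentration, matched DMSO / Incubation: 20 min compound pretreatment at room temperature / Measured by: kinetic FluxOR fluorescence, 10 s baseline plus 110 s post-stimulus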
KCNK3 block – human KCNK3 channel inhibition, primary screen. CHO-KCNK3 thallium flux, FluxOR fluorescence; hits give low values. B-score at 10 µM. actives 0.84% (n = 340,000). O14649;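 active = B-score under library mean minus 4 SD, starting fluorescence ratio at most library mean plus 5 SD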;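 note: more negative B-score means stronger inhibition of thallium flux through KCNK3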
KCNK9 inh – human KCNK9 channel inhibition; B-score at 10 µM; HEK293 KCNK9, FluxOR thallium flux fluorescence; hits give low values; actives 1.2% (n = 310,000); Q9NPC2;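 active = ratio B-score over 3 SD below the library mean, with starting fluorescence within 5 SD of its mean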;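 note: negative B-score means less thallium flux so channel inhibition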
Target sequence (Q9NPC2 whole entry, looked up): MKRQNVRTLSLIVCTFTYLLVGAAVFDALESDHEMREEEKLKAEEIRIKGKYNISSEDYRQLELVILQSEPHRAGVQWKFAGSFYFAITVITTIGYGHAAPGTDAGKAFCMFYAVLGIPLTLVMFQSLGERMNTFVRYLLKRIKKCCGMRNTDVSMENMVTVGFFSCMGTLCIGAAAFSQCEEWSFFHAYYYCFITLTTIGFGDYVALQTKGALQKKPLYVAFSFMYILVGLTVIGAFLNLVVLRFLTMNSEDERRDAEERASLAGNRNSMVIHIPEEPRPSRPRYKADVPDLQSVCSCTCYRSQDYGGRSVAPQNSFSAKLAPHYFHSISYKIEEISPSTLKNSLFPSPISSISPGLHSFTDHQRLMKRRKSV
TRPC4 act – opens the mouse TRPC4 cation channel; Q9QUQ5; HEK293 TRPC4beta/mu-opioid, Fluo4 calcium fluorescence; hits give high values; B-score at 10 µM; actives 0.49% (n = 310,000);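 active = B-score above 5 SD of library B-scores, and initial fluorescence ratio not above library mean plus 5 SD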;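 note: positive B-score marks a calcium rise read as TRPC4 activation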
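System – HEK293 cells stably co-expressing mouse TRPC4beta and mu-opioid receptor · Signal – Fluo4 calcium-sensitive dye fluorescence, kinetic, 1 Hz baseline · Benchmarks – buffer (low) and maximal DAMGO (high) · Read-out – B score of integrated fluorescence ratio per well · Incubation – dye loading 45 min room temperature, 110 s kinetic read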
HDAC3 inh – human HDAC3 inhibition | inhibition, % at 8.3 µM | recombinant HDAC3, fluorogenic peptide/trypsin coupled, fluorescence | actives 0.15% (n = 320,000) | O15379; in the data active = inhibition above about 26%, passing the limit was not always enough; inconclusive = no clear call, values can overlap the other calls
Target sequence (O15379 whole entry, looked up): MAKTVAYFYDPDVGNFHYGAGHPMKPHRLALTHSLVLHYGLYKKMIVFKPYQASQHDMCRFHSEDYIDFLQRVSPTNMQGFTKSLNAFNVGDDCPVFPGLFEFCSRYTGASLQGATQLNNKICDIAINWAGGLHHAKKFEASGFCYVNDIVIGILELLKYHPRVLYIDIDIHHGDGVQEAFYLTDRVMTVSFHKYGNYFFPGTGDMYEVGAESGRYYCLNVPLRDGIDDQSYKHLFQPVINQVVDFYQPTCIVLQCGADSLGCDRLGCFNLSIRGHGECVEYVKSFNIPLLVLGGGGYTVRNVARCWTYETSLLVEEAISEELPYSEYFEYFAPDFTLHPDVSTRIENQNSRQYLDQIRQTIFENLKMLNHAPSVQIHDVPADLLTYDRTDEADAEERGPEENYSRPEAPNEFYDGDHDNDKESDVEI
TRPC4 PAM – allosterically enhances the mouse TRPC4 cation channel; actives 0.42% (n = 310,000); B-score at 10 µM; HEK293 TRPC4beta/mu-opioid, DAMGO EC20, Fluo-4 Ca2+ flux; hits give high values; AID 2227;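 active = B-score of calcium response area above 5 SD of library B-scores, with initial fluorescence ratio within 5 SD of library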;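 note: B-score of integrated fluorescence ratio over time as area under calcium response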
KCNQ1 block – blocks the human KCNQ1 potassium channel; P51787; CHO-K1 KCNQ1, FluxOR thallium flux fluorescence; hits give high values; B-score at 10 µM; actives 1.3% (n = 310,000);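 active = compounds whose thallium flux B-score, printed positive for inhibition, exceeds three library SD while starting fluorescence stays within three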;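 note: channel opened by potassium depolarization with thallium stimulus after 20 min compound exposure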
ANO1 activ – activators or potentiators of mouse TMEM16A chloride channel; HEK293 TMEM16A/YFP-H148Q/I152L, iodide quench fluorescence; hits give low values; Q8BHY3; actives 0.3% (n = 340,000); B-score at 10 µM;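 active = fluorescence-ratio B-score plate-corrected deviation score at least 3 library SD below zero, with starting fluorescence score within 5 deviations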;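 note: channel opened by trigger with iodide after compound preincubation; score built on the fluorescence ratio of max minus min over baseline; more negative score means more quench and so TMEM16A activation or potentiation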
Dyrk1A ADPGlo – inhibitors of rat Dyrk1A kinase; inhibition, % at 12.5 µM; ADP-Glo luminescence, NFATc1 peptide; Q63470; actives 0.43% (n = 310,000); in the data active = inhibition above about 50%;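 note: plate controls were vehicle with enzyme for no effect and no enzyme for full effect; many of its hits are not listed in these tables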
hERG protect – compounds protecting human hERG from proarrhythmic drug block. Q12809. CHO-hERG, FluxOR thallium flux, dofetilide IC70 present. activation (rescue from dofetilide block), less the hit threshold, % at 10 µM. actives 0.51% (n = 310,000);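 active = activation above the mean of controls blocked by dofetilide plus 5 SD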;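 note: thallium influx through hERG after potassium depolarization seen as dye fluorescence rise; in these data hits start at about 4.7%; inactives centre near -7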
ANO1 block – mouse TMEM16A channel inhibition, primary screen; HEK293 TMEM16A/YFP iodide influx fluorescence, ionomycin; actives 1.2% (n = 310,000); normalized B-score (activity score, 25-100; higher = stronger inhibition) at 10 µM; AID 588511;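 active = ratio plate-corrected score three or more library SD toward inhibition, starting fluorescence score within five deviations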;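 note: score derived from kinetic fluorescence span divided by baseline fluorescence per well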
Starred values were filed as active, the others as inactive; i = inactive; ? = inconclusive; nt = no result given.

nr | SMILES | KCNK3 block | hERG protect | ANO1 activ | KCNK9 inh | HDAC3 inh | TRPC4 PAM | KCNQ1 act | TRPC4 act | ANO1 block | Dyrk1A ADPGlo | KCNQ1 block
1 | Cc1ccc(S(=O)(=O)N2CCCC(C(=O)NNCC(=O)Nc3cc(F)ccc3F)C2)cc1 (configuration not stated) | i | -11.4 | i | i | 7.9 | i | i | i | i | 1.2 | i
2 | Cc1ccc(NC(=O)COc2cccc(-n3cnnn3)c2)cc1[N+](=O)[O-] | i | -10.7 | i | i | -0.5 | i | i | i | i | -2.4 | i
3 | CC(C)Cc1ccc(C(C)NC(=O)Cc2ccc(S(=O)(=O)N3CCOCC3)s2)cc1 (configuration not stated) | i | -4.0 | i | i | 3.6 | i | i | i | i | -11.6 | i
4 | Cc1ccccc1-n1c(SCC(=O)Nc2cccc3ccccc23)nc(O)cc1=O | i | -6.3 | i | i | -0.5 | i | i | i | i | nt | i
5 | CCn1c(SCC(=O)Nc2cccc(OC)c2)nnc1-c1ccc(Cl)cc1 | i | -8.1 | i | i | -4.4 | i | i | i | i | -7.4 | i
6 | Cc1ccc(NC(=O)CN(C)C(=O)CCC(=O)c2cccs2)cc1 | i | -5.7 | i | i | nt | i | i | i | i | -6.9 | i
7 | O=[N+]([O-])c1cc(S(=O)(=O)C(F)(F)F)ccc1Sc1nc2ccccc2[nH]1 | i | -7.7 | i | i | -0.8 | i | i | i | i | 4.8 | i
8 | CC1=CC(C2CC(=O)N(c3ccc(C)cc3)C2=O)CC2C(=O)N(c3ccc(C)cc3)C(=O)C12 (configuration not stated) | i | -7.3 | i | i | 2.7 | i | i | i | i | 0.0 | i
9 | CC(=O)NC(NC(C)=O)c1ccc(Br)cc1 | i | -5.7 | i | i | -4.5 | i | i | i | i | 5.3 | i
10 | CCC(C)NC(=O)c1ccccc1SC (configuration not stated) | i | -11.3 | i | i | -5.0 | i | i | i | i | 6.0 | i
11 | CCOC(=O)c1ccc(NC(=O)c2nc[nH]c2C(=O)N[C@H](C)c2ccccc2)cc1 | i | -8.6 | i | i | ? | i | i | i | i | -1.3 | i
12 | CCCOc1cccc(C(=O)NC(=S)Nc2cccc(NC(=O)c3ccccc3Cl)c2)c1 | i | -5.5 | i | i | 6.8 | i | i | i | i | 0.0 | i
13 | CC(OC(=O)Cc1coc2cc3c(cc12)CCC3)C(=O)NCc1ccc2c(c1)OCO2 (configuration not stated) | i | -7.4 | i | i | nt | i | i | i | i | -2.5 | i
14 | COc1cc(C(=O)Nc2ccc(C(=O)O)cc2)ccc1OC(C)=O | i | -0.8 | i | i | -0.3 | i | i | i | i | nt | i
15 | O=C(CCCN1C(=O)c2ccccc2C1=O)Nc1cccnc1 | i | -4.5 | i | i | -1.2 | i | i | i | i | -11.4 | i
16 | O=C(COC(=O)c1cnccn1)c1ccc2c(c1)CCCC2 | i | -10.8 | i | i | -0.5 | i | i | i | i | 2.3 | i
17 | CCOC(=O)C1CCN(C(=O)CNS(=O)(=O)c2cccs2)CC1 | i | -7.6 | i | i | -2.8 | i | i | i | i | 3.2 | i
18 | O=C(CSc1ncnc2sc3c(c12)CCC3)NCC1CCCO1 (configuration not stated) | i | -6.4 | i | i | 0.7 | i | i | i | i | 5.1 | i
19 | COc1cccc(NC(=O)NCCN2CCCCC2)c1 | i | -4.5 | i | i | -6.6 | i | i | i | i | 1.5 | i
20 | Cc1ccccc1OCC(=O)NNC(=O)CN1C(=O)c2ccccc2C1=O | i | -1.9 | i | i | 8.1 | i | i | i | i | 3.8 | i
21 | Clc1cccc(N2CCN(CCNc3nc4ccccc4n4cnnc34)CC2)c1 | i | -12.5 | i | i | -5.9 | i | i | i | i | 4.6 | i
22 | Cc1ccc(NCc2nnc3n2CCCCC3)cc1 | i | -2.3 | i | i | -2.4 | i | i | i | i | 0.6 | i
23 | CC12CN(C(=O)c3cccc([N+](=O)[O-])c3)C3(C#N)CC1CCC23C (configuration not stated) | i | 0.4 | i | i | 0.7 | i | i | i | i | -4.6 | i
24 | O=C(COc1ccc(S(=O)(=O)NCc2ccccc2)cc1)NCC1CCCO1 (configuration not stated) | i | 1.2 | i | i | -4.6 | i | i | i | i | 0.8 | i
25 | Cc1cc(C(=O)COc2cccnc2[N+](=O)[O-])c(C)n1Cc1ccco1 | i | -7.0 | i | i | 4.6 | i | i | i | i | 1.1 | i
26 | O=C(Nc1ccc(N2CCN(C(=O)c3ccccc3)CC2)cc1)c1cccnc1 | i | -4.1 | i | i | 8.0 | i | i | i | i | 4.6 | i
27 | CCOc1ccc2ccccc2c1/C=N/NC(=O)CNC(=O)c1ccccc1O | i | -4.8 | i | i | 13.4 | i | i | i | i | 2.2 | i
28 | COC/C=C/C1=CC2=CC(=O)C(C)(OC(=O)c3cnc4ccccc4n3)C(=O)C2=CN1CCOC (configuration not stated) | i | -3.7 | i | i | 7.1 | i | i | i | i | 7.8 | i
29 | Cc1oc(-c2ccccc2)cc1C(=O)Nc1cccc2ccccc12 | -10.8* | -9.4 | i | i | 8.1 | i | i | i | i | -1.3 | i
30 | COC(CNC(=O)C1CCCCC1C(=O)O)OC (configuration not stated) | i | -3.4 | i | i | nt | i | i | i | i | -8.4 | i
31 | COc1cccc(C(O)c2cnc(C(C)C)n2C)c1OC (configuration not stated) | i | nt | i | nt | -2.1 | nt | nt | nt | i | -4.4 | nt
32 | CCOC(=O)c1ccc(CNC(=O)C2CCC(=O)N(CCc3ccccc3)C2)o1 (configuration not stated) | i | -4.7 | i | i | 5.0 | i | i | i | i | -3.4 | i
33 | COc1ccc(CCNC(=O)C(=O)NCC2OCCN2S(=O)(=O)c2ccc3c(c2)OCCO3)cc1OC (configuration not stated) | i | -5.0 | i | i | 2.2 | i | i | i | i | 2.8 | i
34 | CCOC(=O)c1ccccc1NC(=O)c1cccc([N+](=O)[O-])c1 | i | -3.5 | i | i | -16.3 | i | i | i | i | 2.4 | i
35 | Cc1ccc(S(=O)(=O)NNC(=O)C2CCCCC2)cc1 | i | -7.3 | i | i | 11.3 | i | i | i | i | 3.7 | i
36 | CN(c1ccc(C(=O)Nc2ccccc2C(=O)N2CCOCC2)cc1)S(C)(=O)=O | i | -9.9 | i | i | -1.7 | i | i | i | i | -0.3 | i
37 | CCN(CC)c1ccc(/C=N/O)cc1 | i | -5.9 | i | i | 3.5 | i | i | i | i | 1.4 | i
38 | COc1ccc(CCC(=O)Nc2ccc(C)c([N+](=O)[O-])c2)cc1 | i | -6.6 | i | i | 3.5 | i | i | i | i | 2.9 | i
39 | Cc1ccc(O)c(C(=O)CC(=O)c2ccccc2Cl)c1 | i | 45.4* | i | i | 2.9 | i | 13* | i | i | 0.6 | i
40 | COc1ccccc1C(=O)NCCC(=O)NN1C(=O)NC2(CCCCC2)C1=O | i | -8.0 | i | i | -3.7 | i | i | i | i | 7.5 | i
41 | CC(=O)c1n[nH]nc1NC(=O)c1ccccc1 | i | 4.4 | i | i | -1.8 | i | i | i | i | -15.7 | i
42 | Cc1onc(-c2ccccc2)c1CNS(=O)(=O)c1ccccc1 | i | -8.9 | i | i | 2.3 | i | i | i | i | -0.7 | i
43 | O=C(CSc1nc2[nH]ncc2c(=O)[nH]1)c1ccc(Cl)cc1 | nt | -4.6 | nt | i | 0.4 | i | i | i | i | nt | i
44 | CC12CC3(C)CC(C)(C1)CC(C(=O)NCCc1ccc(S(N)(=O)=O)cc1)(C2)C3 | i | -0.3 | i | i | 6.8 | i | i | i | i | -4.0 | i
45 | O=C1CCc2cc(S(=O)(=O)N3CCC(C(=O)NCc4ccccc4Cl)CC3)ccc2N1 | i | -4.5 | i | i | -4.9 | i | i | i | i | -10.4 | 8*
46 | CCN(CC)c1ccc(/C=N/NC(=S)NC)c(O)c1 | i | -22.8 | i | i | 2.5 | i | i | i | i | -3.9 | i
47 | COC(=O)c1ccc(NC(=O)Cn2nc(C)cc2C)cc1 | i | -13.5 | i | i | 4.4 | i | i | i | i | -9.6 | i
48 | Cc1ccc(S(=O)(=O)CCc2nnc(NC(=O)c3ccco3)s2)cc1 | i | -3.8 | i | i | 3.1 | i | i | i | i | -3.2 | i
49 | COc1ccc(N(Cc2cc3cccc(C)c3[nH]c2=O)S(=O)(=O)c2ccc(OC)cc2)cc1 | i | -4.2 | i | i | 3.4 | i | i | i | i | -2.7 | i
50 | CCc1ccc(S(=O)(=O)NCc2csc(-c3ccccc3)n2)s1 | i | -6.6 | i | i | 2.6 | i | i | i | i | 5.0 | i
51 | O=C(NC1CCCCCCC1)c1ccc2c(c1)N(Cc1ccc(F)cc1)C(=O)CS2=O (configuration not stated) | i | -11.4 | i | i | 0.3 | i | i | i | i | 9.5 | i
52 | CCn1cc(C(=O)N2CCCC(N3CCN(c4cccc(C(F)(F)F)c4)CC3)C2)cn1 (configuration not stated) | i | -5.5 | i | i | 1.8 | i | i | i | i | 3.4 | i
53 | O=C(O)c1ccc(Oc2c(C(F)(F)F)oc3cc(O)ccc3c2=O)cc1 | i | -7.5 | i | i | 0.1 | i | i | i | i | 6.5 | i
54 | C#CCCCc1nc2ccccc2c(=O)n1N | i | -3.2 | i | i | 0.0 | i | i | i | i | 8.7 | i
55 | O=C1[C@@H]2[C@@H]3C[C@@H]([C@H]4ON=C(c5ccc(Cl)cc5Cl)[C@@H]34)[C@@H]2C(=O)N1C1CCCCC1 | i | -8.5 | i | i | 9.7 | i | i | i | i | 5.6 | i
56 | COc1ccc(CCNC(=O)CCCn2c(=O)[nH]c3cc(OC)c(OC)cc3c2=O)cc1OC | i | -18.5 | i | i | 1.9 | i | i | i | i | -3.3 | i
57 | Cc1ccc(C(=O)NNC(=O)c2ccncc2)cc1S(=O)(=O)N1CCCCC1 | i | -15.1 | i | i | 8.6 | i | i | i | i | 1.4 | i
58 | Cc1ccc(S(=O)(=O)N(CC(=O)N2CCC(C)CC2)c2cccc(C)c2)cc1 | i | -7.0 | i | i | -2.3 | i | i | i | 25* | nt | i
59 | Cc1csc(SCC(=O)NC(=O)C2CCCCC2)n1 | i | -2.6 | i | i | 1.6 | i | i | i | i | -3.9 | i
60 | COc1ccc(Cc2noc(-c3ccccc3)n2)cc1OC | i | -6.4 | i | i | 7.2 | i | i | i | i | 4.0 | i
61 | Cc1ccc(CNC(=O)CS(=O)CC(=O)O)cc1 (configuration not stated) | i | -3.1 | i | i | 4.3 | i | i | i | i | -2.8 | i
62 | Cc1ccc(N2N=C(c3ccc(Br)cc3)CCC2=O)cc1 | i | -9.5 | i | i | 8.7 | i | i | i | i | 1.1 | i
63 | CC1(C)CC(Nc2ccc(C(F)(F)F)cc2[N+](=O)[O-])CC(C)(C)N1 | i | -5.0 | i | i | 8.4 | i | i | i | i | 1.3 | i

Compound activity from PubChem BioAssay.

This is a subset (hit frequency here may not be typical).
